Screening results deposited in PubChem BioAssay by National Center for Advancing Translational Sciences (NCATS).
GCN5L2 inh – blocks human GCN5L2 histone acetyltransferase | GCN5L2 HAT assay, ThioGlo1 CoA-SH fluorescence | Potency, µM (titrated, usually from 58.9 µM), inactives show at the top dose activity change, negative = inhibition, hits mostly inhibitors | 390,000 tested, 0.21% active | AID 504327
Target sequence (Q92830 whole entry, looked up): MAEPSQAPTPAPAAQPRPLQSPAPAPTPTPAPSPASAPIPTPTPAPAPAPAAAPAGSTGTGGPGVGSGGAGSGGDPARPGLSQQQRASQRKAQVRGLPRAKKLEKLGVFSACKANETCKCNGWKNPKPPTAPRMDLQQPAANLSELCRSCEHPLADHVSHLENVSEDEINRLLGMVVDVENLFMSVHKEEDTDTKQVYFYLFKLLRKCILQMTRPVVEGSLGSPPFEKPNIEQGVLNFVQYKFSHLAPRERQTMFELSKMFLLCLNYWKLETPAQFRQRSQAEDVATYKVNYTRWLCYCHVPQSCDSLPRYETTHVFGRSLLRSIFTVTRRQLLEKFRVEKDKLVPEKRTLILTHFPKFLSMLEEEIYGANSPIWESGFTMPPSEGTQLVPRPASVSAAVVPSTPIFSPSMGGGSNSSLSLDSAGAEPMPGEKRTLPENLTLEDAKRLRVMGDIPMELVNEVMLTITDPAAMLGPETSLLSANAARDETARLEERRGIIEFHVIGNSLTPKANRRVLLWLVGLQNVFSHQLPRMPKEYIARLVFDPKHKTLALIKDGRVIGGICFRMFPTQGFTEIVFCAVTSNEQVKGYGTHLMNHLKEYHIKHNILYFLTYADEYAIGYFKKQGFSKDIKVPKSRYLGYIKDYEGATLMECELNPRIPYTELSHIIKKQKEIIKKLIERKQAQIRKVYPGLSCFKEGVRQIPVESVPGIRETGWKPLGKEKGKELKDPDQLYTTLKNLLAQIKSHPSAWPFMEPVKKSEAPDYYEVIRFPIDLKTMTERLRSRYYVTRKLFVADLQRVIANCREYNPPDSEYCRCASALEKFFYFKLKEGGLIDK
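ThioGlo1-coupled HAT assay: 20nM GCN5L2, 70uM acetyl-CoA, 75uM H3(1-25) peptide, pH 7.5. Fluorescence read at 340/540nm at start and after 20 min at room temperature.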
DT40 TDP1 CPT – growth inhibition of DT40 Tdp1-/-;hTDP1 cells with camptothecin (screen for TDP1 inhibitors); chicken DT40 Tdp1-/-;hTDP1 cells + 20 nM CPT, ATP luminescence, 48 h; AID 686979; 420,000 tested, 12% active; Potency, µM (highest dose often 46.2 µM), inactives show top-dose activity change, negative = growth inhibition, usual class: inhibitors; further: nearly all actives have a fitted effect of over 55% in size
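Chicken DT40 Tdp1-/- cells stably complemented with human TDP1 were seeded at 400 cells/well in medium containing 20 nM camptothecin, exposed to pin-transferred compounds, and grown at 37 °C for at least 48 hr. Viability was read as ATP luminescence.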
TDP1 cell noCPT – qHTS for Inhibitors of human tyrosyl-DNA phosphodiesterase 1 (TDP1): qHTS in cells in absence of CPT. DT40 Tdp1-/- hTDP1 cells, no CPT, ATP luminescence, 48 h. Potency, µM (highest dose often 46.2 µM), inactives show top-dose activity change, negative = growth inhibition, hits mostly inhibitors. 420,000 tested, 15% active; further: nearly all actives have a fitted effect of over 55% in size
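Stably hTDP1-transfected Tdp1-null chicken DT40 cells were treated with library compounds minus camptothecin and grown for at least 48 hr at 37 °C, after which cellular ATP was quantified by luminescence.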
An asterisk follows results filed as active; ? = inconclusive; · = not tested or not shown; & = joins results of further samples; [ ] = dose if it differs, or a comment. The call rests on the fitted dose curve; in most records, active means well fitted curve in the direction sought with a large enough effect; inconclusive means small, poorly fitted or top-dose-only effect, or another doubt; inactive means no such curve, though single readings can be large; an effect the other way counts as inactive or inconclusive. On the % scale 0 is the no-effect control and ±100 the full control effect; potency means the concentration at half of the fitted maximal effect.

Values run as follows: GCN5L2 inh | TDP1 cell noCPT | DT40 TDP1 CPT
O=C(NCCCO)c1ccc(CSc2nc3ccccc3[nH]2)cc1
    4% | 18µM* | ?
Cc1c(NC(=O)C(C)OC(=O)/C=C/c2ccccc2)c(=O)n(-c2ccccc2)n1C (stereo unspecified)
    -2% | 2% | 1%
OCC1N=C(c2ccccn2)OC1c1ccccc1 (stereo unspecified)
    -1% | 0% | 3%
CCOC(=O)CNc1nc2ccccc2n2c(C)nnc12
    16%&-1% | ? | 7%&4%
CCOc1ccc(NC(=O)Nc2ccc3c(c2)N(C)C(=O)CS3)cc1
    -20% | ? | ?
Brc1cccc(-c2nnc(SCc3ccon3)n2-c2ccccc2)c1
    -8% | 15µM* | ?
COc1ccc(OC)c(CN(CCN2CCOCC2)C(=O)Nc2cccc(Cl)c2)c1
    -4% | ? | -23%
O=CNc1cc(-c2cccc(F)c2)cn2c(-c3ccc(F)c(Cl)c3)cnc12
    · | 12µM* | 23µM*
CC(C)CNc1nc(Oc2ccc(=O)[nH]n2)nc(N(C)C)n1
    2% | 13% | 8%
CCN(CC)S(=O)(=O)c1cc(NS(=O)(=O)c2cccc(Cl)c2Cl)ccc1C
    -10% | -4% | 2%
CCN(Cc1ccc(OC)c(F)c1)C(C)C(=O)Nc1ccc(S(=O)(=O)N2CCCC2)cc1 (stereo unspecified)
    -8% | 21µM* | ?
O/C=c1\ccc2cccc3nc(C(F)(F)F)nc1c23
    -25% | 21µM* | 10µM*
COc1ccc(CNC(=S)Nc2ccccc2F)cc1
    ? | 3% | 2%
COc1ccccc1C(=O)Nc1ccc(-c2nnn(CC(=O)NCc3ccco3)n2)cc1
    2% | 15% | -11%
Cc1cc(C)c(C(=O)CN2C(=O)C(=O)N(C3CCCC3)C2=O)cc1C
    -2% | 5% | 1%
CCOC(=O)C1CCCN(C(=O)c2ccc3ncsc3c2)C1 (stereo unspecified)
    -8% | -10% | -20%
COc1ccc(NC(=O)c2ccc(CN3CCc4ccccc4C3)cc2)cc1OC
    1% | -17% | ?
O=C(NC1CCCC1)C(c1ccncc1)N(C(=O)Cc1cccs1)c1cccc(F)c1 (stereo unspecified)
    -3% | -24% | -8%
N#Cc1sc(NCc2ccccc2)nc1Cl
    -12% | -12% | -9%
COc1ccc(CNC(=S)Nc2cccc(C)c2C)cc1
    3% | -25% | 1%

Remaining list, next part:
Values run as follows: GCN5L2 inh | TDP1 cell noCPT | DT40 TDP1 CPT
O=C(Nc1ccc(Br)cc1)C1CC(O)CN1C(=O)OCc1ccccc1 (stereo unspecified)
    -3% | -30% | -3%
CC(C)CCNC(=O)COC(=O)/C=C/c1ccc2ccccc2n1
    2% | ? | ?
CC(=O)/C(=N\Nc1ccc(Cl)cc1Cl)Sc1nnc(-c2ccccc2)n1-c1ccccc1
    33%[activator] | ? | ?
COc1ccc(-c2cnc(C)o2)cc1S(=O)(=O)Nc1ccc(F)cc1F
    20% | -22% | 1%
COc1ccc(CNC(=O)C(C#N)c2nc3ccccc3nc2N2CCCC2)cc1 (stereo unspecified)
    -2% | ? | ?
C1CNCCOCCNCCN1
    0% | -13% | -13%
CCC1CCCCN1C(=O)CSc1nc2c(cnn2-c2ccc(C)cc2)c(=O)[nH]1 (stereo unspecified)
    -7% | -4% | 3%
COc1ccc(-n2nc(C(=O)NCC(=O)NCC3CCCO3)c3ccccc3c2=O)cc1 (stereo unspecified)
    -1% | -14% | 5%
O=C(COC(=O)c1cc(-c2cccs2)nn1-c1ccccc1)Nc1ccc(F)c([N+](=O)[O-])c1
    -10% | -21% | -25%
Cc1cc(Br)ccc1NC(=O)C1CCCN(S(=O)(=O)c2cccc3nonc23)C1 (stereo unspecified)
    -5% | -40% | ?
COc1ccc(-c2nc(CSCC(=O)NCc3ccc4c(c3)OCO4)c(C)o2)cc1OC
    0% | ? | ?
O=C(CN1C(=O)NC2(CCCc3ccccc32)C1=O)Nc1cc(F)ccc1F (stereo unspecified)
    1% | ? | ?
O=C(CSc1ccc(-c2ccc(-n3cccn3)cc2)nn1)Nc1ccccc1F
    -1% | -15% | -20%
Cc1cc(C2C(C#N)=C(N)OC3=C2C(=O)CC(C)(C)C3)c(C)s1 (stereo unspecified)
    -10% | ? | 1%
Nc1nonc1-n1nnc(C(=O)N/N=C/c2cccc(F)c2)c1-c1ccc2c(c1)OCO2
    -2% | -12% | -15%
O=C(N/N=C/c1ccc(O)cc1O)c1ccc(NC(=O)C2CCCCC2)cc1
    -10% | 7.3µM* | 6.5µM*
O=C(COC(=O)c1cccc(S(=O)(=O)N2CCN(c3ccc(F)cc3)CC2)c1)NCC1CCCO1 (stereo unspecified)
    -10% | -10% | 5%
COC(=O)c1ccc(NS(=O)(=O)c2ccc3c(c2)oc(=O)n3C)cc1
    -7% | -8% | -29%
Cc1cc(C)cc(NC(=O)CCNS(=O)(=O)c2ccc3c(c2)oc(=O)n3C)c1
    -2% | -4% | 2%
COc1ccc(C(=O)Nc2ccccc2C(=O)N/N=C/c2ccccn2)cc1OC
    0% | 6.5µM* | 4.6µM*

Ordered by SMILES length (ascending): some entries from above.
Values run as follows: GCN5L2 inh | TDP1 cell noCPT | DT40 TDP1 CPT
COc1ccc(CNC(=O)C(C#N)c2nc3ccccc3nc2N2CCCC2)cc1 (stereo unspecified)
    -2% | ? | ?
O=C(N/N=C/c1ccc(O)cc1O)c1ccc(NC(=O)C2CCCCC2)cc1
    -10% | 7.3µM* | 6.5µM*
Nc1nonc1-n1nnc(C(=O)N/N=C/c2cccc(F)c2)c1-c1ccc2c(c1)OCO2
    -2% | -12% | -15%

Two of the compounds above, with each value named.
COc1ccc(-c2nc(CSCC(=O)NCc3ccc4c(c3)OCO4)c(C)o2)cc1OC
  GCN5L2 inh = 0%
  TDP1 cell noCPT = ?
  DT40 TDP1 CPT = ?
O=C(CN1C(=O)NC2(CCCc3ccccc32)C1=O)Nc1cc(F)ccc1F (stereo unspecified)
  GCN5L2 inh = 1%
  TDP1 cell noCPT = ?
  DT40 TDP1 CPT = ?

(further entries)
Values run as follows: GCN5L2 inh | TDP1 cell noCPT | DT40 TDP1 CPT
CCOC(=O)c1ccccc1NC(=O)CSc1ccc(-c2ccccn2)nn1
    -9% | ? | 3.7µM*
Cn1cc(CN2CCC(n3nccc3NC(=O)C3CCCC3)CC2)cn1
    -5% | -9% | 2%
Cc1ccc(CNC(=O)C(=O)NCCC2CCCCN2S(=O)(=O)c2ccccc2)cc1 (stereo unspecified)
    -8% | 15µM* | ?
CCOc1ccc(S(=O)(=O)N2CCCCC2)cc1NC(=O)C1=COCCO1
    2% | ? | -30%
CCC(CCC(C)C1CCC2C3CC=C4CC(OC(C)=O)CC[C@@]4(C)C3CC[C@@]12C)C(C)C (stereo partly specified)
    0% | -11% | -22%
CCOc1ccc(N(CC(=O)Nc2nccs2)S(=O)(=O)c2c(C)noc2C)cc1
    -5% | ? | ?
Nc1ccn(CC(=O)NCc2ccccc2)c(=O)n1
    -5% | 10% | 19%
O=C(NCCCN1CCOCC1)c1cc(-c2ccc(F)cc2)no1
    -4% | -7% | -26%
O=C(Nc1ccc(F)cc1F)N1CCN(c2ncccn2)CC1
    4% | -9% | 4%
CCOc1cc(NC(=O)c2cccs2)c(OCC)cc1NC(=O)CCC(=O)NCC1CCCO1 (stereo unspecified)
    0% | ? | -24%
CCN(CCCNC(=O)COc1cc(=O)n(CC)c2ccccc12)Cc1ccccc1
    -10% | ? | ?
C=CCSc1nnc(C)n1-c1ccc(Cl)cc1
    -1% | -1% | 12%
Cc1ccccc1NC(=S)N(Cc1cccs1)C1CCCC1
    2% | ? | -27%
CCOc1ccccc1NC(=O)C1CCC(CNc2c(N3CCOCC3)c(=O)c2=O)CC1 (stereo unspecified)
    1% | -12% | 4%
Cc1noc(NC(=O)c2ccc(F)cc2)c1C#N
    -22% | ? | -16%
COc1ccc(C(=O)OCC(=O)NCCCc2ccccc2)cc1OC
    12% | -26% | -5%
CC1(C(=O)NCC2CC2)CCN1C(=O)C1(c2ccccc2)CC1 (stereo unspecified)
    · | -11% | -1%
Cc1cc(C)nc(N2N=C(c3ccccc3)CC2=O)n1
    -7% | 1% | -3%
O=C(CCN1C(=O)c2ccccc2C1=O)OCN1C(=O)c2ccccc2C1=O
    0% | -17% | -18%
COc1ccc(C(=O)Nc2nnc(S(=O)(=O)Cc3ccccc3)s2)cc1
    -4% | -2% | 21%

Whole records from above.
Nc1ccn(CC(=O)NCc2ccccc2)c(=O)n1 in the list: GCN5L2 inh: -5%; TDP1 cell noCPT: 10%; DT40 TDP1 CPT: 19%
CCOc1ccc(N(CC(=O)Nc2nccs2)S(=O)(=O)c2c(C)noc2C)cc1 in the list: GCN5L2 inh: -5%; TDP1 cell noCPT: ?; DT40 TDP1 CPT: ?
C=CCSc1nnc(C)n1-c1ccc(Cl)cc1 in the list: GCN5L2 inh: -1%; TDP1 cell noCPT: -1%; DT40 TDP1 CPT: 12%

(next part)
Values run as follows: GCN5L2 inh | TDP1 cell noCPT | DT40 TDP1 CPT
CCCCn1c(N)c(N(CCOC)C(=O)c2ccc(NC3CC3)c([N+](=O)[O-])c2)c(=O)[nH]c1=O
    0% | 1% | -15%
O=C1c2cccc3cc([N+](=O)[O-])cc(c23)C(=O)N1/N=C/c1ccc(O)cc1O
    -25% | 16µM* | ?
Cc1ccc(C)c(NC(=O)CS(=O)(=O)c2c[nH]c3ccccc23)c1
    5% | -3% | 1%
Cc1ccccc1CNC(=O)C1CCC(=O)N(C2CC2)C1 (stereo unspecified)
    -16% | 2% | 10%
CCCC[P+](CCCC)(CCCC)Cc1ccc(NC(=O)[C@@H](Cc2ccc3ccccc3c2)NC(=NC2CCCCC2)NC2CCCCC2)cc1
    -6% | 17µM* | 13µM*
O=C(Oc1ccc(OC(=O)C2CCC2)cc1)C1CCC1
    -5% | 23µM* | ?
COc1ccc(/C=N/N=C2/NC(=O)C(CC(=O)O)S2)cc1OCc1ccccc1Cl (stereo unspecified)
    -2% | -24% | -13%
CCC(=O)NC(=S)Nc1cccc(NC(=O)c2ccco2)c1
    -13% | -24% | 1%
CCc1cc2c(SCC(=O)NCC3CCCO3)ncnc2s1 (stereo unspecified)
    -6% | -19% | -4%
O=S(=O)(c1ccccc1)[C@@]1(c2ccccc2)C[C@@H]2ON=C(c3cccc(-c4ccccc4)c3)[C@@H]2C1
    -6% | 13µM* | ?
CN(C(=O)CSc1nnc(C2CC2)n1-c1ccccc1)C1CCS(=O)(=O)C1 (stereo unspecified)
    -5% | 34%[activator] | 0%
Cc1cc(C)c(C)c(OCCOCCN2CCN(C)CC2)c1
    -6% | -22% | -12%
CCc1nc2c(OCc3ccc(F)cc3)cccn2c1N(C)C(=O)c1ccncc1
    · | -29% | -13%
COc1cccc(CN2C(=O)CCC2(C)C(=O)NC2CCCCC2)c1 (stereo unspecified)
    -9% | 4% | -10%
CCn1c(=O)c2sccc2n2c(CCCC(=O)NCCc3ccc(S(N)(=O)=O)cc3)nnc12
    -5% | 1% | 3%
Nc1c(C(=O)Nc2ccc(S(=O)(=O)N3CCCC3)cc2)sc2nc3ccc(OC(F)(F)F)cc3cc12
    63%[activator] | 18µM* | 9.2µM*
CON(C)c1nc(OCCNC(=O)OCc2ccc(Cl)cc2Cl)nc(N(C)C)n1
    -2% | 8.2µM* | 16µM*
CSCC[C@H](NC(=O)COc1ccc(Cl)cc1)c1nc2ccccc2[nH]1
    -6% | ? | -14%
CN(C)/C=N/C(=S)Nc1ccccc1
    -1% | -5% | 3%
C=CCSC1=N/C(=C\c2sccc2C)C(=O)S1
    -1% | 0% | 1%

The listing continues.
Values run as follows: GCN5L2 inh | TDP1 cell noCPT | DT40 TDP1 CPT
Cc1cc2nc(C)n3c4ccccc4nc3n2n1
    -4% | -28% | -3%
OC(Cn1ccnc1)c1ccc(Cl)cc1Cl (stereo unspecified)
    -4% | -16% | -19%
CC(C)C(NC(=O)COc1ccc2ccccc2c1)C(=O)N/N=C/C=C/c1ccccc1 (stereo unspecified)
    -1% | ? | 13µM*
COc1cccc(CNC(=O)C2CCN(Cc3cc4ccccc4n3Cc3ccc(C)cc3)CC2)c1
    -2% | 21µM* | ?
COc1cccc(CN(C(=O)c2ccco2)C2CCS(=O)(=O)C2)c1 (stereo unspecified)
    -21% | -3% | -4%
CC(C(=O)O)(C1CCCCC1)C1(O)CCCCC1 (stereo unspecified)
    · | -19% | ?
CC1CCCN(C(=O)c2ccc(S(=O)(=O)Nc3ccccc3Cl)cc2)C1 (stereo unspecified)
    -1% | ? | ?
COc1ccccc1NS(=O)(=O)c1cccc(C(=O)NNC(=O)c2ccc(O)c(Cl)c2)c1
    -7% | -9% | -2%
Cc1c(C(=O)OC2CCCCCC2)[nH]c2c1C(=O)CC(c1ccc(Cl)cc1)C2 (stereo unspecified)
    -1% | -20% | 1%
Cc1ccc(S(=O)(=O)N2CCN(c3nc(-c4cccs4)nc4ccccc34)CC2)cc1
    · | 11µM* | ?
Cc1cc(N2CCOCC2)nc(C(C)C)n1
    -6% | ? | -20%
